aSyn yeast inh: qHTS of alpha-syn Inhibitors. Yeast expressing alpha-synuclein, growth rescue, BacTiter-Glo, 24 h. Potency, µM (top dose mostly 46.1 µM), inactives show at the top dose growth rescue (activation), usual class: activators. hit rate 0.14% among 370,000; active = well fitted activation curve with a large enough effect; inconclusive = small, poorly fitted or top-dose-only effect; inactive = no such curve, though single readings can be large or run the other way; note: % of control where 0% means no effect; nearly all actives have a fitted effect of over 65% in size
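Galactose-induced alpha-syn yeast (OD600=0.02, raffinose-pregrown) + pinned cpd, 24 hr, 30 deg C; growth by BacTiter-Glo luminescence. Growth restoration scores as activation.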
Active calls of the source: *; ? = inconclusive; & = joins results of further samples; [ ] = another dose, or the depositor's remark. Potency is the fitted concentration of half-maximal effect.

SMILES	aSyn yeast inh
COc1cc([C@@H]2c3cc4c(cc3[C@H](O)C3COC(=O)[C@@H]32)OCO4)cc(OC)c1OC (some centres undefined)	0%
CS(=O)(=O)N1CCN(/[N+]([O-])=N/Oc2ccc([N+](=O)[O-])cc2[N+](=O)[O-])CC1 (tested in a mixture with another compound)	-34%[inhibitor]
COc1cc2c(NC3CCN(C)CC3)nc(N3CCCN(C)CC3)nc2cc1OCCCN(C)C	-1%
COc1cc2nc(N3CCCN(C)CC3)nc(NC3CCCCC3)c2cc1OC	1%
CCCN1CNc2c(c(=O)[nH]c(=S)n2CCc2ccc(OC)cc2)C1	3%
O=Cc1c[nH]c2ccccc12	0%
CC(C)(C)OC(=O)N(c1cccc2cccnc12)S(=O)(=O)c1ccccc1Br	-4%
Cc1cccc(S(=O)(=O)N2CCN(c3nc(-c4cccs4)nc4ccccc34)CC2)c1	-3%
N[C@@H](CCC(=O)N[C@H](CSN=O)C(=O)NCC(=O)O)C(=O)O	-7%
O=S(=O)(c1ccc2c(c1)OCCO2)N1CCN(c2nc(-c3ccccc3)nc3ccccc23)CC1	-2%
O=C(Nc1ccccc1)c1ccccc1OCc1ccccc1	-3%
C[C@H](NC(=O)/C(C#N)=C/c1ccc(O)c(O)c1)c1ccccc1	0%

Quoted at random: five records from the list
SMILES	aSyn yeast inh
CC(C)(C)OC(=O)N(c1cccc2cccnc12)S(=O)(=O)c1ccccc1Br	-4%
COc1cc([C@@H]2c3cc4c(cc3[C@H](O)C3COC(=O)[C@@H]32)OCO4)cc(OC)c1OC (some centres undefined)	0%
O=C(Nc1ccccc1)c1ccccc1OCc1ccccc1	-3%
O=Cc1c[nH]c2ccccc12	0%
C[C@H](NC(=O)/C(C#N)=C/c1ccc(O)c(O)c1)c1ccccc1	0%

Further results.
SMILES	aSyn yeast inh
CNc1nc(N2CCCN(C)CC2)nc2cc(OC)c(OC)cc12	-7%
O=C(c1ccc2c(=O)n(CCc3ccccc3)c(=O)[nH]c2c1)N1CCN(C(=O)c2ccco2)CC1	-3%
NCCCN(Cc1ccc(Cl)cc1)c1ccc(Br)cn1	-11%
COc1cc2nc(Cl)nc(NC3CCN(Cc4ccccc4)CC3)c2cc1OC	1%
COc1cc2c(NC3CCN(C)CC3)nc(N3CCCN(C)CC3)nc2cc1OCCCCCC(N)=O	-1%
COc1cc(Cl)c(CC(=O)NO)cc1OC	-4%
c1coc(-c2nc3cc4ccccc4cc3nc2-c2ccco2)c1	11%
COc1cc(/C=C(\C#N)C(=O)Nc2nnc(C(F)(F)F)s2)ccc1OCc1ccc(C(F)(F)F)cc1C(F)(F)F	3%
O=c1cc(-c2ccccc2F)[nH]c2cc3c(cc12)OCO3	-7%
CCOC(=O)N1CCN(/[N+]([O-])=N/Oc2ccc(C(F)(F)F)cc2[N+](=O)[O-])CC1	-14%
CCc1ccc2c(-c3cccc(Cl)c3)nc(=O)n(CC)c2n1	-1%
CN1C2CCCC1CC(NC(=O)c1nn(C)c3ccccc13)C2 (centres undefined)	-7%
O=[N+]([O-])c1ccc(-c2csc(Nc3ccccc3)n2)cc1	-12%
O=S(=O)(Nc1cccc2cccnc12)c1ccccc1Br	6%
NS(=O)(=O)c1ccc(S(=O)(=O)N2CCN(c3nc(-c4ccccc4)nc4ccccc34)CC2)cc1	-4%
O=C(COc1ccccc1C(=O)Nc1ccccc1)NCCCCc1ccccc1	-6%
COc1cc2nc(N3CCCCC3)nc(NC3CCN(C)CC3)c2cc1OC	-1%
CN(CC[C@@H](Oc1ccc(C(F)(F)F)cc1)c1ccccc1)CC(=O)O	-6%
C[C@](Cc1ccc(O)c(O)c1)(NN)C(=O)O	-6%
Cn1c(=O)c2[nH]c(-c3ccccc3)nc2n(C)c1=O	4%
CCCCCCCCCCCCCCCCCC(=O)OC(CC(=O)O)C[N+](C)(C)C (centres undefined)	-58%[inhibitor]
CN(C)c1cc2c(Nc3ccc4c(cnn4Cc4ccccc4)c3)ncnc2cn1	-3%
COc1cc2nc(N3CCN(C(=O)OCc4ccccc4)C(C(=O)NC(C)(C)C)C3)nc(N)c2cc1OC (centres undefined)	4%
CC1(C)OB(c2cnc(C#N)nc2)OC1(C)C	0%
CCCCS(=N)(=O)CC[C@H](N)C(=O)O (some centres undefined)	6%
O=C(O)C1CN(CCCP(=O)(O)O)CCN1 (centres undefined)	-14%
CSC(=N)N	-1%
Cc1ccc(S(=O)(=O)N2CCN(c3nc(-c4cccs4)nc4c3ncn4COC(=O)C(C)(C)C)CC2)cc1	-8%
O=C(O)C1=CC(=C(c2ccc(O)c(C(=O)O)c2)c2ccc(O)c(C(=O)O)c2)C=CC1=O	-33%&-20%[inhibitor]
Clc1ncc(C#Cc2ccccc2)c2ncncc12	-73%[inhibitor]
CC1(C)CCc2cc(O)ccc2O1	-10%
COc1ccc(-c2nc3cccc(C)n3c2Nc2ccc(C)cc2)cc1	-16%
O=C(O)[C@@H]1C[C@H](C(=O)O)N1	-2%
CCCCCCCCc1ccc(-c2ccc(C(=O)O)cc2)cc1	-1%
COc1ccc(CN(Cc2ccccc2)C(=O)COC(C)=O)cc1COc1ccc(NC(C)=O)cc1	3%
CC(=O)/C(C)=N/O	-8%
O=C(Nc1ccc(F)c(F)c1)c1cnn2c1NC(=C1CC1)C=C2C(F)F	-3%
COc1ccc(-c2nc3ccc(NC(=O)COC(C)=O)cc3c(=O)n2Cc2ccccc2)cc1COc1ccc(NC(C)=O)cc1	0%
O=C(c1ccc2c(=O)n(Cc3ccco3)c(=S)[nH]c2c1)N1CCN(Cc2ccc3c(c2)OCO3)CC1	2%
COc1ccc(/C=C/C(=O)c2c(O)c(OC)c3occc3c2OC)cc1OC	-6%
COc1ccc(S(=O)(=O)Nc2cc(Sc3ncn[nH]3)c(O)c3ccccc23)cc1	?
N[C@@H](CS(=O)O)C(=O)O	1%
CC1CCCCN1C(=O)c1cnn2c1NC(=C1CC1)C=C2C(F)F (centres undefined)	?
O=S(=O)(c1ccc(F)cc1F)N1CCN(c2nc(-c3cccs3)nc3ccccc23)CC1	-1%
O=c1[nH]cc(C#Cc2ccccc2)c2ncncc12	-1%
COc1ccc(CN(Cc2ccccc2)C(=O)Nc2ccccc2)cc1COc1ccc(NC(C)=O)cc1	2%
O=S(=O)(Nc1c(Br)cc(Br)c2cccnc12)C1CC1	4%
N=c1ccn2c(n1)OC1C(O)[C@@H](CO)O[C@H]12 (some centres undefined)	0%
CC(=O)NC(Cc1ccc(Cl)cc1)C(=O)NCC(N)C(=O)c1ccccc1 (centres undefined)	-1%
COc1ccc(CN(Cc2ccccc2)C(=O)C2CC2)cc1COc1ccc(NC(C)=O)cc1	?
O=C(OCc1ccccc1)N1CCN(/[N+]([O-])=N/Oc2ccc([N+](=O)[O-])cc2[N+](=O)[O-])CC1	-59%[inhibitor]
CN(C(=O)COC(=O)c1ccccc1OCC(=O)Nc1ccc(Br)cc1)c1ccccc1	5%
CCCCOc1ccc(C(N)=O)cc1	3%
O=[N+]([O-])c1ccc(-c2nc(-c3ccc(F)cc3)c(-c3ccncc3)[nH]2)cc1	?
CC(=O)N[C@H](C(=O)O)C(C)(C)SN=O	3%
CC(=O)NC(Cc1ccc([N+](=O)[O-])cc1)C(=O)NCC(N)C(=O)c1ccccc1 (centres undefined)	-7%
NCCS(=O)O	2%
O=c1[nH]c(SCc2ccccc2)ncc1S(=O)(=O)c1ccccc1	3%
CCCCCCOc1ccc(CC(=O)O)cc1	-11%
CN1CC(O)C(O)C(O)C1CO (centres undefined)	-7%

Of the compounds above, these have an aryl thioether with sulfur outside any ring.
SMILES	aSyn yeast inh
COc1ccc(S(=O)(=O)Nc2cc(Sc3ncn[nH]3)c(O)c3ccccc23)cc1	?
O=c1[nH]c(SCc2ccccc2)ncc1S(=O)(=O)c1ccccc1	3%

Following part
SMILES	aSyn yeast inh
COc1ccc(C2Nc3ccc(NC(C)=O)cc3C(=O)N2Cc2ccccc2)cc1COc1ccc(NC(C)=O)cc1 (centres undefined)	3%
CCCC1(C)C(C#N)(C#N)C1(C#N)C#N	15µM*
CC(C)(C)C(=O)Nc1ccc2c(c1)C(=O)C(=O)c1ccccc1-2	-7%
CC(N)(Cc1ccc(O)c(O)c1)C(=O)O (centres undefined)	-4%
O=c1[nH]c(=S)[nH]c(-c2ccccc2)c1Cc1c(O)ccc2ccccc12	10%
CN(C)c1cc(N2CCOCC2)nc(C#N)n1	9%
NO	-1%
OC[C@H]1O[C@@H](n2cnc3cncnc32)[C@H](O)[C@@H]1O	0%
COC1=C(OC)C(=O)c2ccccc2C1=O	10%&7%
Cc1ccc(S(=O)(=O)N2CCN(c3nc(-c4cscn4)nc4ccccc34)CC2)cc1	-9%
COc1cc(N)c(Cl)cc1C(=O)OCCN1CCCCC1	0%
CCCCOC(=O)NS(=O)(=O)c1sc(CC(C)C)cc1-c1ccc(Cn2c(CC)nc3c(C)cc(C)nc32)cc1	-6%

The closing three entries of the part before are carried over, then new ones follow:
SMILES	aSyn yeast inh
Cc1ccc(S(=O)(=O)N2CCN(c3nc(-c4cscn4)nc4ccccc34)CC2)cc1	-9%
COc1cc(N)c(Cl)cc1C(=O)OCCN1CCCCC1	0%
CCCCOC(=O)NS(=O)(=O)c1sc(CC(C)C)cc1-c1ccc(Cn2c(CC)nc3c(C)cc(C)nc32)cc1	-6%
CCNc1nc(N2CCCN(C)CC2)nc2cc(OC)c(OC)cc12	-4%
CN1Cc2sccc2C(c2ccc(O)c(O)c2)C1 (centres undefined)	-4%
Cc1ccc(S(=O)(=O)N2CCN(c3nc(-c4cncs4)nc4ccccc34)CC2)cc1	-8%
COc1cc2nc(N3CCOCC3)nc(NC3CC3)c2cc1OC	-6%
CSC(N)=NCCC[C@H](N)C(=O)O	-1%
Cc1ccc(Nc2c(-c3ccc(C)o3)nc3ccccn23)cc1	-23%
Cc1ccc(S(=O)(=O)N2CCN(c3nc(-c4cccs4)nc4ccccc34)CC2)c(C)c1	-9%
O=C(O)c1ccc(CNc2ncnc3nc[nH]c23)cc1	-3%
Cc1ccc(-c2nc3cnccn3c2Nc2ccc(C(C)C)cc2)o1	3%
CC1C(=O)N(C)C(=O)c2nc[nH]c21 (centres undefined)	-2%
COc1ccc(CCn2c3c(c(=O)[nH]c2=S)CN(C)CN3)cc1OC	4%
N[C@@H](CCCC(=O)O)C(=O)O	2%
NCCCCN=C(N)N	1%
CCN(CC)c1nc(NC2CCN(C)CC2)c2cc(OC)c(OC)cc2n1	-1%
Cc1c(C(=O)N(C)C)sc2c1c(=O)n(-c1ccc(Cl)c(Cl)c1)c(=O)n2CC(=O)Nc1ccc(Br)cc1F	4%
COc1ccc(CN(Cc2ccccc2)C(=O)c2ccncc2)cc1COc1ccc(NC(C)=O)cc1	7%
COc1ccc(C#Cc2c[nH]c(=O)c3cncnc23)cc1OC	13%
Clc1ccc2c(c1)N=C(N1CCNCC1)c1ccccc1N2	1%
COc1ccc(Cl)cc1N(C)c1nc(N2CCN(S(=O)(=O)c3ccc(C)cc3)CC2)c2ccccc2n1	0%
O=c1[nH]c2cc(Cl)c(Cl)cc2[nH]c1=O	0%
Nc1nc(Cl)nc2c1ncn2[C@@H]1O[C@H](COP(=O)(O)OP(=O)(O)OP(=O)(O)O)[C@@H](O)[C@H]1O	21µM*
N#Cc1cccc(S(=O)(=O)N2CCN(c3nc(-c4cccs4)nc4ccccc34)CC2)c1	6%
CCn1c2ccccc2c2nnc(SC3CCOC3=O)nc21 (centres undefined)	0%
NC1=NC(=O)/C(=C\c2ccc(-c3ccccc3[N+](=O)[O-])o2)S1	-2%
NC(=O)c1cc[n+](CC2=C(C(=O)O)N3C(=O)[C@@H](NC(=O)[C@@H](c4ccccc4)S(=O)(=O)[O-])[C@H]3SC2)cc1	?
CSc1nc(N)c2ncn([C@@H]3O[C@H](COP(=O)(O)OP(=O)(O)OP(=O)(O)O)[C@@H](O)[C@H]3O)c2n1	?
COc1cc2nc(N3CCCN(C)CC3)nc(NC3CCN(C)CC3)c2cc1OC	5%
Cn1ncc(S(=O)(=O)Cc2ccccc2)c(Br)c1=O	?
Cc1cccc(/C=C/c2ccccc2)n1	-18%
CN1CCN(/[N+]([O-])=N/Oc2ccc([N+](=O)[O-])cc2[N+](=O)[O-])CC1	-45%[inhibitor]
CC(C)NS(=O)(=O)c1ccc2[nH]c3nc(SCC(=O)Nc4ccc(F)c(F)c4)nnc3c2c1	-12%
Cc1cc(Cn2cnc3c2C[C@@H](C(=O)O)N(C(=O)C(c2ccccc2)c2ccccc2)C3)ccc1N	-1%
CC(=O)SC1CC2=CC(=O)CC[C@]2(C)C2CC[C@@]3(C)C(CC[C@@]34CCC(=O)O4)C12 (some centres undefined)	11%
CCCCCCCCCCCCCCSCC(=O)O	-69%[inhibitor]
O=C(O)CCCC[C@@H]1CCSS1	14%
O=S(=O)(O)c1cccc2cccnc12	1%

aSyn yeast inh: hit marks shown above
SMILES	aSyn yeast inh
CCCC1(C)C(C#N)(C#N)C1(C#N)C#N	15µM*
Nc1nc(Cl)nc2c1ncn2[C@@H]1O[C@H](COP(=O)(O)OP(=O)(O)OP(=O)(O)O)[C@@H](O)[C@H]1O	21µM*

Continued:
SMILES	aSyn yeast inh
C[C@@]1(C2CCCC2)Cc2cc(OCC(=O)O)c(Cl)c(Cl)c2C1=O	-34%[inhibitor]
NCCCCCCCCCCN	-4%
N#Cc1cc([N+](=O)[O-])c2sc(C(N)=O)[n+]([O-])c2c1	-1%
CCc1c(C(=O)NCCc2ccc(N3CCCCC3)cc2)[nH]c2ccc(Cl)cc12	-12%
N=C(N)SCCc1ccc(CCSC(=N)N)cc1	?
Cc1cccc(OCCC(=O)NO)c1	17%
O=C(c1ccc(OCCCc2cnc[nH]2)cc1)C1CC1	3%
COc1cc2nc(N3CCN(C)CC3)nc(NC(C)C)c2cc1OC	?
CC(=O)c1ccccc1S(=O)(=O)N1CCN(c2nc(-c3cccs3)nc3ccccc23)CC1	-1%
Nc1ncnc2c1nc(Br)n2C1OC2COP(=O)(O)O[C@@H]2C1O (some centres undefined)	-12%

The list is partial. The share of hits here may be higher or lower than overall.
